ABCG2 block: human ABCG2 inhibition, ABCB1 as counter-screen; Q9UNQ0; IgMXP3 cells, JC-1 efflux, flow cytometry; inhibition, % at 6.6 µM; 190,000 tested, 0.1% active; AID 1325;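 active means inhibition above 80%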;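 further: 0% = DMSO and 100% = nicardipine control wells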
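test system = two drug-resistant human cell lines, ABCG2 and ABCB1 | amount = 3 million cells/mL final, two lines in 1:1 ratio | reagent = JC-1 transporter substrate | doses = one concentration, 6.6 µM final | incubation = 10 min at 25 °C | signal = flow cytometric JC-1 green MFI at 530 nm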
Bcl-W Bim block: human Bim-Bcl-W interaction inhibition. Q92843. bead-based flow cytometry, Bim peptide-Bcl-W binding. inhibition, % at 10 µM. 190,000 tested, 0.02% active;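 further: 0% = bound tracer without compound and 100% = peptide blocker; higher means less fluorescent Bim peptide bound to Bcl-W beads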
Bim-Bcl-B: human Bim-Bcl-B interaction inhibition; inhibition, % at 10 µM; Q9HD36; 190,000 tested, 0.073% active; bead-based flow cytometry, Bim peptide-Bcl-B binding;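 further: 0% = tracer peptide without compound and 100% = reference inhibitor peptide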
RGS7-Gao reg: human RGS7-Galphao interaction regulation. P09471. Multiplexed bead flow cytometry, RGS7-Galphao binding; actives lie on both sides. binding response (% of control), % at 10 µM. 220,000 tested, 0.35% active. AID 1439; in the data active means binding response below about 49% or above about 150%; inconclusive means no clear call, values can overlap the other calls; inactive means in between;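 further: fluorescent Galphao held in activated GDP-AlF4 state binding bead-coupled RGS7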
Bcl-XL Bim block: human Bim-Bcl-XL interaction inhibition; Q07817; Bim peptide-Bcl-XL binding, bead flow cytometry, fluorescence; inhibition, % at 10 µM; 190,000 tested, 0.04% active; AID 1007
Bcl-2 Bim block: human Bim-Bcl-2 interaction inhibition; P10415; Bead-based flow cytometry, Bim peptide-Bcl-2 binding; inhibition, % at 10 µM; 190,000 tested, 0.06% active; AID 950; in the data active means inhibition above about 40%; inconclusive means no clear call, values can overlap the other calls;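 further: 0% = no compound wells with probe peptide and 100% = reference peptide inhibitor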
GSH fluor: GSH bead compound fluorescence profile; AID 1776; 190,000 tested, 0.25% active; fluorescence (KMESF) at 10 µM; GSH beads flow cytometry, compound fluorescence 488/530 nm; stronger effect = higher value; in the data active means fluorescence above about 89;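 further: glutathione beads carrying GST-tagged Bcl family fusion proteins plus one bare bead set; values are compound well signal with DMSO vehicle wells as background; inactives centre near 16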
RGS8-Gao reg: modulates binding of RGS8 to human Galphao. multiplexed bead flow cytometry; actives lie on both sides. P09471. response (percent of control binding), % at 10 µM. 220,000 tested, 0.34% active. AID 1423; in the data active means response below about 60% or above about 140%; inactive means in between;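 further: Galphao activated as the GDP aluminium fluoride complex binding bead-coupled RGS8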
Bim-Bfl-1: inhibitors of Bim-Bfl-1 interaction, human | Bead-based flow cytometry, Bim-Bfl-1 binding inhibition | inhibition, % at 10 µM | 190,000 tested, 0.12% active | Q16548;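 further: 0% = wells without compound plus tracer and 100% = blocker peptide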
ABCB1 block: human ABCB1 inhibition, ABCG2 as counter-screen | P08183 | CCRF-Adr cells, JC-1 efflux, flow cytometry | inhibition, % at 6.6 µM | 190,000 tested, 0.067% active | AID 1326; in the data active means inhibition above about 40%;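 further: 0% = vehicle and 100% = reference inhibitor; higher value means more JC-1 retained so stronger ABCB1 efflux block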
Target sequence (P08183 whole entry, looked up): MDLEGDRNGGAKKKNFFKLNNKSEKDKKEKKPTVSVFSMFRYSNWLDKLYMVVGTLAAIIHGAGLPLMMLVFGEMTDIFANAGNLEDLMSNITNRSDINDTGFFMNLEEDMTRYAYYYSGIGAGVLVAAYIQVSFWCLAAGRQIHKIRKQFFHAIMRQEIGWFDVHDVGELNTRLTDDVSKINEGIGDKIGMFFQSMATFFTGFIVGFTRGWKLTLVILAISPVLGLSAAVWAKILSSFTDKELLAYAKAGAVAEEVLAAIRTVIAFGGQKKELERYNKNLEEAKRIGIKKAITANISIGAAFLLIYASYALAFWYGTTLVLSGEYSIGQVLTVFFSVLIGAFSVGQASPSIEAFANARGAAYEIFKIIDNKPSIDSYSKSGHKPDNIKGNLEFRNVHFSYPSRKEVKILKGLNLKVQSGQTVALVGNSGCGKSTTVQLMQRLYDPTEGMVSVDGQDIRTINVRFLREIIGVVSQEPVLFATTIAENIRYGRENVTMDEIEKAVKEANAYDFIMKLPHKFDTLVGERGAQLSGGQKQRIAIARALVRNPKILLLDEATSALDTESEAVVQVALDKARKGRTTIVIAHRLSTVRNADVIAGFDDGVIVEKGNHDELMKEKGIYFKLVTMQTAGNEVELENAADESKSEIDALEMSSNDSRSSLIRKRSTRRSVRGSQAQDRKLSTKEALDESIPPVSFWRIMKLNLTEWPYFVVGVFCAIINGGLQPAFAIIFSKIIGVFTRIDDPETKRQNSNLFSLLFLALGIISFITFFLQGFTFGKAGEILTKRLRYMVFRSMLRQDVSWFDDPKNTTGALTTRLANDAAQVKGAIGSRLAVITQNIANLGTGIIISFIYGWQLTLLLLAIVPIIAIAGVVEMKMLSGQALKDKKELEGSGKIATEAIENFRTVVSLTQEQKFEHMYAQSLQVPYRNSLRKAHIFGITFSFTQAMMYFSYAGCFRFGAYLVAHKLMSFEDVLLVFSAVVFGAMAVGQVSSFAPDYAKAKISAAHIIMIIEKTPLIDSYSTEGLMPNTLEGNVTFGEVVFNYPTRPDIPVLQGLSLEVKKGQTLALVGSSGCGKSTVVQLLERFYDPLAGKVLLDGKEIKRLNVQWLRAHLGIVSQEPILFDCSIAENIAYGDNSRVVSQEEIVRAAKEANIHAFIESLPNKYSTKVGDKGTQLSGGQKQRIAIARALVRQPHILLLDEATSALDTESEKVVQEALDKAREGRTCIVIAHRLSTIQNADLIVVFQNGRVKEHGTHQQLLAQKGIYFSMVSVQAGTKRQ
RGS4-Gao reg: modulates binding of RGS4 to human Galphao; binding response (% of control), % at 10 µM; AID 1415; Multiplexed bead flow cytometry; actives lie on both sides; 220,000 tested, 0.33% active; in the data active means binding response below about 49% or above about 150%; inactive means in between;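 further: fluorescent Galphao activated with aluminum fluoride binding bead-coupled RGS4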
The depositor's hits bear a star; ? = inconclusive; [ ] = another dose, or the depositor's remark. Unless noted, no stated cut-off is given here; in the data, active means inhibition above about 40%.

SMILES	ABCG2 block	Bcl-W Bim block	Bim-Bcl-B	RGS7-Gao reg	Bcl-XL Bim block	Bcl-2 Bim block	GSH fluor	RGS8-Gao reg	Bim-Bfl-1	ABCB1 block	RGS4-Gao reg
O=C(c1cncc(Br)c1)N1CCN(c2ccc(N3CCOCC3)nn2)CC1	2	0	-6	104	-1	-8	13	102	-8	0.6	101
Cc1cc(-c2nn3c(-c4ccccc4)nnc3s2)c2ccccc2n1	6	5	-9	109	4	3	15	100	18	6.2	96
COC(=O)c1ccccc1NC(=S)NC(=O)c1ccccc1F	-5	0	-8	102	-5	-15	14	101	-7	-0.6	102
Cc1cccc(C)c1NC(=O)C1(N(Cc2ccco2)C(=O)Cn2nnnc2N)CCCCC1	8	-1	-7	100	-3	0	12	103	0	0.5	102
Cc1ccc(C(=O)N2CCN(c3ccccc3Cl)CC2)cc1[N+](=O)[O-]	8	-3	-7	?	-5	-6	17	94	-7	1.2	84
CCCCN(CCCNC(=O)C1CCN(S(=O)(=O)N2CCOCC2)CC1)c1ccccc1	15	-2	-11	96	-12	-10	30	96	-25	1.7	97
COc1cccc(Cn2c(C3CC3)nc3ccc(NC(=O)c4ccco4)cc3c2=O)c1	2	5	-8	579*[activator]	-4	-12	9	76	-11	1.2	77
O=C(Cc1ccccc1)NC1(Cc2ccc(O)cc2)CCCCC1	6	-1	-2	96	0	-5	15	100	-3	1.0	100
CCCn1c(=S)[nH]c2cc(C(=O)NCC3CCCO3)ccc2c1=O (stereo not drawn)	7	11	10	100	7	3	12	85	1	1.9	101
CCCNC(=O)c1ccc(-c2nc3ccccc3s2)s1	-11	-1	-3	94	-6	-11	22	99	-14	-1.2	94
CC(C)C(NC(=O)c1ccccc1Cl)C(=O)OCc1nc2scc(-c3ccccc3Cl)c2c(=O)[nH]1 (stereo not drawn)	-1	-3	-7	98	-5	-2	23	98	0	0.4	97
COc1ccc(/C=N/Nc2cn[nH]c(=O)c2Cl)cc1	1	9	5	104	4	6	21	101	1	0.2	103

A few values from the entries so far:
O=C(Cc1ccccc1)NC1(Cc2ccc(O)cc2)CCCCC1 in GSH fluor has 15
Cc1cc(-c2nn3c(-c4ccccc4)nnc3s2)c2ccccc2n1 in Bcl-W Bim block has 5
COC(=O)c1ccccc1NC(=S)NC(=O)c1ccccc1F in Bim-Bcl-B has -8

Going on with the list.
SMILES	ABCG2 block	Bcl-W Bim block	Bim-Bcl-B	RGS7-Gao reg	Bcl-XL Bim block	Bcl-2 Bim block	GSH fluor	RGS8-Gao reg	Bim-Bfl-1	ABCB1 block	RGS4-Gao reg
CCN1CCN(CC(=O)c2c[nH]c3ccc(C)cc23)CC1	1	7	24	112	15	1	11	131	2	0.2	109
N/C(=N\OC(=O)COc1ccc(Cl)cc1)c1ccc(Cl)cc1	2	-3	-6	106	-6	-3	10	100	-2	0.6	115
COc1ccccc1-c1nnc(NC(=O)C(C)Sc2nncn2C)s1 (stereo not drawn)	3	0	-1	99	-1	-3	12	101	-7	0.2	102
O=C(COc1ccc(S(=O)(=O)N2CCCC2)cc1)NCC1CCCO1 (stereo not drawn)	4	0	0	101	0	0	19	106	2	0.6	102
O=C(CCC(=O)Nc1cccc2ccccc12)N/N=C/c1ccco1	2	-2	-5	98	-4	-5	5	103	0	0.6	99
O=C(CSc1ccc(F)cc1)NC(=O)NCc1ccccc1	1	-3	0	98	0	-4	15	99	-6	1.0	100
CCN(CC)C(=O)C1CC(=O)N(c2ccc(OC)cc2)C1c1ccc(OC)cc1 (stereo not drawn)	0	0	0	101	0	0	8	99	0	0.1	101
CCn1nnnc1-c1ccc(OC)c(S(=O)(=O)NCc2ccccc2)c1	3	-4	0	94	-1	-3	14	95	-2	0.8	95
O=C(/C=C/c1ccc2c(c1)OCO2)NCc1ccco1	9	-3	-8	96	-9	-2	23	98	-1	-0.3	95
C[C@@H](C(=O)N1CCNCC1)n1cc(CCC(=O)O)nn1	1	3	-2	95	0	0	21	97	-1	0.5	95
C/C(=N\NC(=O)c1ccccc1NC(=O)c1ccc(Cl)cc1)c1ccncc1	12	0	-3	100	-4	-1	14	101	-5	1.6	103
O=C(CN1CCN(c2ccc(F)cc2)CC1)Nc1nnc(-c2ccccc2)s1	17	3	-4	99	-4	-7	23	101	-16	0.8	101
COc1cccc(C(=O)Nc2cc3c(cc2Cl)OCCCO3)c1	10	-3	0	99	-3	-4	7	98	-3	1.0	98
O=C(CCCn1c(=S)[nH]c2ccccc2c1=O)NCc1ccco1	28	0	-11	96	-7	-10	33	99	-16	0.2	97
OC(c1cccs1)c1nccc2ccccc12 (stereo not drawn)	2	-1	-3	101	0	-4	11	105	2	0.5	108
COCCNC(=O)CN(C(=O)CCC(=O)Nc1nccs1)c1ccccc1OC	2	0	-6	100	-2	1	4	100	-9	0.2	99
c1ccc(Oc2cnc3ccccc3n2)cc1	3	3	0	88	0	-4	22	94	-8	0.4	92
Nc1nnc(-c2cc3c(ccc4ccccc43)oc2=O)s1	1	5	-23	102	2	2	10	100	0	-0.3	99
Cc1cccc(NS(=O)(=O)c2cnc(Cl)c(Br)c2)n1	-2	-2	-8	104	-7	-6	11	102	-8	0.2	102
Nc1ccccc1Nc1ccncc1[N+](=O)[O-]	6	0	-9	101	-11	-6	36	100	-14	0.1	100
Cc1occc1C(=O)Nc1nnc(-c2ccncc2)s1	3	-1	1	96	0	0	12	101	2	0.4	98
Cc1cc(C)c(COc2ccc(/C=N/n3c(C)n[nH]c3=S)cc2)c(C)c1	-3	-2	-55	104	-9	-3	12	96	2	-0.6	99
Cc1ccc(CC(=O)O/N=C(\N)Cc2ccc([N+](=O)[O-])cc2)cc1	13	3	3	88	1	-3	7	78	-2	0.3	92
CC(Sc1cccc[n+]1[O-])C(=O)Nc1ccc([N+](=O)[O-])cc1Cl (stereo not drawn)	2	-4	7	102	0	0	27	101	4	0.1	102
O=C(Cn1ccc2ccccc2c1=O)N1CCN(Cc2ccc3c(c2)OCO3)CC1	4	0	0	94	1	-3	11	97	-2	1.0	98
O=C(CC(=O)NC1CCCCC1)N/N=C/c1ccccc1F	-1	1	-4	?	-3	0	14	103	-4	-0.3	103
COCCn1cc(C(=O)NCc2ccco2)c2c3ccccc3n(C)c2c1=O	0	0	-1	93	1	0	16	97	-7	0.6	97
O=C(/C=C/c1c(Cl)nc2ccccn12)N1CCN(c2ccccc2F)CC1	14	0	0	?	-2	0	13	100	-3	1.4	102
COc1ccccc1NC(=O)c1ccc(NC(=O)CN2CCCC2)cc1	4	-3	-4	99	-2	-3	7	99	-6	0.7	99
CCNC(=O)CSc1nnc(-c2cccc(S(=O)(=O)N(CC)CC)c2)n1CCc1ccccc1	15	-1	-13	94	-8	-8	34	98	-19	1.2	95
COc1cccc(C(c2sc3ncnn3c2O)N2CC(C)OC(C)C2)c1 (stereo not drawn)	-3	0	-6	98	0	-8	25	99	-9	-2.1	99
CCC(C)NC(=O)CCCc1ccccc1 (stereo not drawn)	3	0	-9	103	-12	-7	42	101	-11	0.9	105
COC(=O)[C@@]1(Cc2ccc(OC)cc2)[C@H]2c3cc(C(=O)N4CCCC4)n(CCO)c3C[C@H]2CN1C(=O)c1ccccc1	0	-5	-10	100	-4	-3	18	103	-4	0.9	99
CN1CCC(=NNC(=O)C(=O)NC2CCCC2)CC1	9	-1	-9	100	-3	-10	24	102	-19	1.1	101
COc1ccc(CCNC(=O)Cn2cc(C(F)(F)F)cc(Cl)c2=O)cc1OC	3	-4	-7	104	-5	-4	14	104	-13	0.4	100
CCc1cc2c(SCC(=O)N(CC)c3c(N)n(Cc4ccccc4)c(=O)[nH]c3=O)ncnc2s1	4	0	-1	99	0	0	9	101	-2	1.3	99

Looked up by compound from above (6):
SMILES	ABCG2 block	Bcl-W Bim block	Bim-Bcl-B	RGS7-Gao reg	Bcl-XL Bim block	Bcl-2 Bim block	GSH fluor	RGS8-Gao reg	Bim-Bfl-1	ABCB1 block	RGS4-Gao reg
CCC(C)NC(=O)CCCc1ccccc1 (stereo not drawn)	3	0	-9	103	-12	-7	42	101	-11	0.9	105
O=C(Cn1ccc2ccccc2c1=O)N1CCN(Cc2ccc3c(c2)OCO3)CC1	4	0	0	94	1	-3	11	97	-2	1.0	98
COc1cccc(C(c2sc3ncnn3c2O)N2CC(C)OC(C)C2)c1 (stereo not drawn)	-3	0	-6	98	0	-8	25	99	-9	-2.1	99
COC(=O)[C@@]1(Cc2ccc(OC)cc2)[C@H]2c3cc(C(=O)N4CCCC4)n(CCO)c3C[C@H]2CN1C(=O)c1ccccc1	0	-5	-10	100	-4	-3	18	103	-4	0.9	99
CCNC(=O)CSc1nnc(-c2cccc(S(=O)(=O)N(CC)CC)c2)n1CCc1ccccc1	15	-1	-13	94	-8	-8	34	98	-19	1.2	95
COc1ccc(CCNC(=O)Cn2cc(C(F)(F)F)cc(Cl)c2=O)cc1OC	3	-4	-7	104	-5	-4	14	104	-13	0.4	100

Further structures:
SMILES	ABCG2 block	Bcl-W Bim block	Bim-Bcl-B	RGS7-Gao reg	Bcl-XL Bim block	Bcl-2 Bim block	GSH fluor	RGS8-Gao reg	Bim-Bfl-1	ABCB1 block	RGS4-Gao reg
CN(C)c1cccc(C(=O)OCC(=O)NCC2CCCO2)c1 (stereo not drawn)	4	1	-6	106	-5	-7	37	103	-16	1.4	101
COP(=O)(OC)c1nc(-c2ccccc2)oc1NCc1ccccc1	3	-2	0	97	-2	-1	6	101	0	0.5	95
CC(=O)Nc1cnc2ccccc2n1	1	-1	-8	181*[activator]	-3	-6	24	102	-12	0.0	113
CCOC(=O)N1CCN(C(=O)c2ccc3nc(C)sc3c2)CC1	8	-3	-9	100	-3	-15	31	99	-16	0.3	101
Cc1ccsc1C(=O)N1CCCC(CCC(=O)N2CCN(c3ccccn3)CC2)C1 (stereo not drawn)	1	-3	-4	100	-3	-3	10	102	-10	0.8	102
O=C(NN1C(=O)C2C3C=CC(C3)C2C1=O)C(O)c1ccccc1 (stereo not drawn)	-1	-2	-5	?	-5	-4	15	101	-6	0.0	99
Cc1ccc(C)c(S(=O)(=O)NCc2ccc(C(=O)NCc3ccccn3)cc2)c1	0	-3	0	96	-1	-1	23	104	1	0.0	100
CCCCCN(C(=O)NC(=O)Nc1ccc(C)cc1)S(=O)(=O)c1ccccc1	2	5	5	88	5	6	10	77	6	0.1	81

Compound profiles (already shown).
`COP(=O)(OC)c1nc(-c2ccccc2)oc1NCc1ccccc1` is listed with ABCG2 block = 3; Bcl-W Bim block = -2; Bim-Bcl-B = 0; RGS7-Gao reg = 97; Bcl-XL Bim block = -2; Bcl-2 Bim block = -1; GSH fluor = 6; RGS8-Gao reg = 101; Bim-Bfl-1 = 0; ABCB1 block = 0.5; RGS4-Gao reg = 95
`CCOC(=O)N1CCN(C(=O)c2ccc3nc(C)sc3c2)CC1` is listed with ABCG2 block = 8; Bcl-W Bim block = -3; Bim-Bcl-B = -9; RGS7-Gao reg = 100; Bcl-XL Bim block = -3; Bcl-2 Bim block = -15; GSH fluor = 31; RGS8-Gao reg = 99; Bim-Bfl-1 = -16; ABCB1 block = 0.3; RGS4-Gao reg = 101
